Screens (PubChem BioAssay)
RSV CPE inhibition: RSV antiviral activity via CPE protection, HEp-2 cells, primary 10 µM value included (AID 2391); HEp-2 cells, RSV-induced CPE inhibition; higher % means a stronger effect; CPE inhibition, % at 10 µM; hits with a dose series show IC50 in µM; 0.13% of 310,000 active; in the data active means a potency from the dose series; inconclusive means CPE inhibition mostly from about 23% at the one dose, without a potency; inactive means the rest, 99 in 100 with CPE inhibition below about 21%; further: strong numbers were not always called active
Rac1 GTP hydrolysis: MgcRacGAP GTPase-activating activity inhibitors, confirmation, biochemical, ADP Hunter fluorescence; MgcRacGAP-stimulated Rac1 GTP hydrolysis, ADP Hunter fluorescence; higher % means a stronger effect; GST-tagged Rac1 F28L mutant substrate; inhibition, % at 30 µM; hits with a dose series show IC50 in µM; 0.6% of 340,000 active; AID 624330, 2012;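 active means first-screen hits whose inhibition reached a set limit at any dose in the follow-up dose series; inconclusive means inhibition above the set first-screen limit but never retested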;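 further: fluorescence reports GDP produced by GAP-driven GTP hydrolysis; strong numbers were not always called active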
NTR1 agonist: agonists of NTR1, primary screen, imaging, U2OS cells, beta-arrestin-GFP, high content (AID 493036); activation, % at 20 µM; NTR1-U2OS beta-arrestin-GFP spot imaging, agonist mode; 0.17% of 330,000 active;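 active means activation at or above 40% of the spot to cytoplasm intensity ratio, with at least 20 cells analyzed; inconclusive means wells under 20 cells, flagged as cytotoxic or low count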;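 further: 0% = DMSO without peptide and 100% = 100 nM NTR1 peptide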
Target sequence (P30989 whole entry, looked up): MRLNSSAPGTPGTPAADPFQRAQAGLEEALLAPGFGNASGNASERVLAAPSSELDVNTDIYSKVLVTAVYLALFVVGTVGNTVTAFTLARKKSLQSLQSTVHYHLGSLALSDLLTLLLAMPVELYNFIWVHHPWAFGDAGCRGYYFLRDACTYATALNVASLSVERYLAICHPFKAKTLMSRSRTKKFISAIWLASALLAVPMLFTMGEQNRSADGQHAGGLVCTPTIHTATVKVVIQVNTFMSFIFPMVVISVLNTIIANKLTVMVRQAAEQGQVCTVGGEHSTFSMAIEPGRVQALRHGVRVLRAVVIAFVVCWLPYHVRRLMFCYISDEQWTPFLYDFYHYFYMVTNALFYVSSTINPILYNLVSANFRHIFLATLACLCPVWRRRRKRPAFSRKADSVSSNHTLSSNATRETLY
T cell HTS: modulators of CD8 T cell-vesicle binding, primary screen, mouse 2C CD8+ T cells, flow cytometry. 2C CD8+ T cell-vesicle binding; stronger effect = lower value. 0.068% of 330,000 active. calls only at 7 µM;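 active means response, share of CD8 T cells binding vesicles, and their 90th percentile fluorescence all below set limits, cut at about 80% in these data, passing the limit was not always enough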
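Material: murine 2C transgenic CD8+ T lymphocytes / Also added: QL9-peptide-loaded Drosophila micro-vesicles bearing Ld, ICAM-1 and B7-1 / Schedule: binding step 1.5 h, 37 °C, antibody labelling 20 min, ice / Signal: flow cytometry, PE anti-B7-1 (FL2) versus Alexa647 anti-CD8 (FL8), PFA-fixed / Evaluation: percent CD8+ FL2 mean versus row control / Benchmarks: naked versus QL9-loaded vesicles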
West Nile virus CPE: West Nile virus antiviral activity, cell-based, CPE readout (AID 1621); 0.02% of 290,000 active; West Nile virus-infected cells, CPE inhibition; higher % means a stronger effect; CPE inhibition, % at 10 µM; hits with a dose series show IC50 in µM; in the data active means a potency from the dose series; inconclusive means CPE inhibition mostly from about 3.7% at the one dose, without a potency; inactive means the rest, 99 in 100 with CPE inhibition below about 2.2%; further: strong numbers were not always called active
UTI89 phage lysis: inhibition of K1F phage lysis, E. coli UTI89, bacterial capsule biogenesis inhibitors, alamar blue (AID 488966); 0.02% of 340,000 active; inhibition, % at 100 µM, or IC50 in µM where a hit was titrated; E. coli UTI89 K1F phage lysis, alamar blue, 2 h; higher % means a stronger effect;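 active means phage lysis inhibition, versus mean bacterial control, above a set limit; inconclusive means no clear call, values can overlap the other calls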;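 further: capsule biogenesis inhibitors block K1F phage lysis so surviving cells raise fluorescence; higher fluorescence means more inhibition of phage lysis; actives were called in the ten point dose series up to 300 µM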
Dengue-2 NS5 capping: Dengue-2 NS5 methyltransferase inhibitors, primary screen, biochemical, confirmation dose response (AID 588689) | Genome polyprotein (Dengue virus type 2 (strain 16681-PDK53)) | Dengue-2 NS5 methyltransferase capping enzyme assay, biochemical; higher % means a stronger effect | inhibition, % at 25 µM; hits with a dose series show IC50 in µM | 0.3% of 340,000 active; in the data active means a potency from the dose series; inconclusive means inhibition above about 29% without an active follow-up result
SV40 large T antigen: SV40 large T antigen inhibitors, biochemical (AID 1903) | SV40 large T antigen ATPase/helicase inhibition assay; higher % means a stronger effect | one-dose inhibition, % at 20 µM; IC50 in µM for titrated hits | 0.39% of 310,000 active; in the data active means a potency from the dose series; inconclusive means inhibition mostly from about 32% at the one dose, without a potency; inactive means the rest, 99 in 100 with inhibition below about 32%; further: strong numbers were not always called active
PhoP inhibition: inhibitors of PhoP regulon expression, primary screen, Salmonella Typhimurium, GFP reporter (AID 1863); S. Typhimurium PhoP-regulated promoter GFP reporter, 4 h; higher % means a stronger effect; one-dose inhibition, % at 50 µM; IC50 in µM for titrated hits; 0.16% of 300,000 active;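 active means inhibition over 29.93%, a cutoff 3 SD above the screen mean, later confirmed by dose response; inconclusive means inhibition over 29.93% but no dose response follow-up; inactive means inhibition at most 29.93% or unconfirmed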;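 further: 0% = low Mg2+ inducing control and 100% = high Mg2+ repressing control; strong numbers were not always called active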
T cell HTS vesicle-bound %: also measured in T cell HTS; calls as there; double positive events, %; measured here: CD8+ vesicle-bound cell fraction;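 binding gate set so that unloaded-vesicle control wells show 10% double positive cells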
NTR1 agonist cell count 20 µM: recorded beside NTR1 agonist, whose call it bears; cell count; measured here: cell count, cytotoxicity flag
Dengue-2 NS5 capping pilot replicate: further read-out of Dengue-2 NS5 capping, marked with its call; inhibition, %; measured here: pilot screen replicate inhibition
* hit, by the source's call; i = inactive; ? = inconclusive; . = no result given; [ ] = dose if it differs, or a comment.

SMILES | RSV CPE inhibition | Rac1 GTP hydrolysis | NTR1 agonist | NTR1 agonist cell count 20 µM | T cell HTS | T cell HTS vesicle-bound % | West Nile virus CPE | UTI89 phage lysis | Dengue-2 NS5 capping | SV40 large T antigen | PhoP inhibition | others
Cc1cccc(N(C(=O)Cn2nnc3ccccc32)C(C(=O)NCc2ccco2)c2ccncc2)c1 (centres undefined) | 0.2% | 4% | -1.9 | 54 | i | 19 | -0.3% | 4.6% | -3% | 16% | 2%
CC(=C/C(=O)O)/C=C/c1cccs1 | -0.4% | 8% | -1.2 | 38 | i | 11 | 0.7% | 0.1% | 9% | -1% | -19%
N#Cc1ccccc1Sc1ccccc1C(=O)NCC(c1ccco1)N1CCCC1 (centres undefined) | -2.2% | 4% | -0.1 | 50 | i | 38 | . | 0.0%[50 µM] | -4% | 15% | -10%
O=C(CCN1C(=O)/C(=C\c2ccccc2F)SC1=S)N1CCCCC1 | -0.2% | 3% | 9.6 | 62 | i | 71 | -0.6% | 0.4% | 0% | 3% | 7%
Fc1cccc(/C=N/Nc2nc3ccccc3[nH]2)c1 | 1.9% | . | -0.6 | 51 | i | 19 | -1.2% | . | . | -12% | -3%
CC(C)c1ccc(/C=C/C(=O)NCc2ccc(S(N)(=O)=O)cc2)cc1 | 6.0% | -6% | -1.4 | 56 | i | 24 | 0.0% | -0.6% | 9% | 0% | 5%
O=C(CSc1nnc(NC(=O)c2ccco2)s1)Nc1ccccc1F | 0.5% | . | 2.7 | 38 | i | 35 | -0.6% | -0.6% | 6% | 0% | -5%
CC(C)C[C@@H](CC#N)N1CCN(Cc2ccccc2)CCC1=O | 0.5% | 0% | -4.3 | 56 | i | 23 | 0.1% | 0.3% | -7% | 7% | 4%
COc1ccc(N(CC(=O)N2CCc3ccccc32)S(=O)(=O)c2c(C)noc2C)cc1 | 1.1% | 4% | -2.8 | 90 | i | 18 | -0.4% | 0.7% | -3% | -3% | 17% | Dengue-2 NS5 capping pilot replicate=-3.6
COc1cccc(/C=N/NC(=O)NC2CCCCC2)c1O | 4.3% | 8% | -0.4 | 53 | i | 38 | 0.0% | 0.4% | -8% | 20% | -2%
CCOC(=O)CC1C(=O)NCCN1C(=O)c1cccc(C(F)(F)F)c1 (centres undefined) | 0.9% | 11% | 1.0 | 40 | i | 22 | -0.1% | 0.3% | 1% | -1% | -4%
O=C(O)c1ccc(-c2nc3scc(-c4ccccc4)c3c(=O)[nH]2)cc1 | 5.6% | 12% | -0.3 | 72 | i | 40 | 0.7% | 0.5%[50 µM] | 4% | 3% | -10%
CCN(CC)C(=O)c1ccccc1NS(=O)(=O)c1ccc(OC)c(C(=O)N2CCOCC2)c1 | 0.7% | 12% | 0.6 | 46 | i | 26 | -0.1% | 0.2% | -2% | 5% | 4%
COc1ccc(N2CCN(C(=O)Cn3ncc4c([nH]c5ccccc54)c3=O)CC2)cc1 | -0.8% | -1% | 0.4 | 51 | i | 41 | 2.2% | 0.0% | 3% | 8% | 5%
COc1cccc2cc(C(=O)NCC3CCCO3)c(=O)oc12 (centres undefined) | 1.4% | 7% | -5.3 | 87 | i | 35 | . | -1.6% | -5% | -2% | 7%
CS(=O)(=O)c1ccc(-c2cccc(NC(=O)c3ccco3)c2)nn1 | -0.3% | 2% | -0.3 | 63 | i | 25 | . | 0.9%[50 µM] | -3% | 13% | 7%
COc1cccc(-c2c(C(=O)N/N=C(\C)c3cccnc3)nnn2-c2nonc2N)c1 | 0.0% | 7% | 0.2 | 68 | i | 40 | 0.1% | 0.8% | -2% | 10% | -10%
C=CCOc1cccc(CNn2nnnc2N)c1 | 0.6% | 11% | -1.2 | 85 | i | 54 | 0.1% | 0.0% | 5% | -2% | 6%
O=C(CN1CCN(S(=O)(=O)/C=C/c2ccccc2)CC1)NC(=O)NCc1ccco1 | -1.2% | 0% | -0.2 | 57 | i | 42 | -1.3% | -0.1% | -2% | 20% | 2%
CC(=O)c1sc(N/N=C/c2ccc(C(C)C)cc2)nc1C | 7.4% | 3% | 2.5 | 48 | i | 49 | -0.6% | 0.8% | -12% | 4% | 2%
C=CCn1c(SCC(=O)c2ccccc2)nnc1-c1ccc2c(c1)OCO2 | 3.0% | 14% | -0.2 | 34 | i | 12 | . | 0.4% | 30% | 14% | 11%
CCC1CCCCN1S(=O)(=O)Cc1ccccc1Cl (centres undefined) | -0.5% | 0% | 0.5 | 38 | i | 45 | -0.6% | 0.0% | -5% | 13% | -1%
CC(C)c1nc(SCC(=O)Nc2cccc(C(=O)O)c2)c2c3c(sc2n1)CCCC3 | 2.6% | 8% | -0.2 | 66 | i | 28 | 0.1% | -0.2% | 14% | 10% | 3%
O=C(/C=C/c1ccc([N+](=O)[O-])cc1)c1cccnc1 | 1.7% | 3% | 29 | 55 | i | 10 | -1.5% | -0.3% | -17% | 5% | 0%
CN(C/C(O)=C(\C#N)c1ccccc1)C1CCCCC1 | 0.7% | 10% | -0.1 | 67 | i | 33 | 0.3% | 1.1% | -4% | -2% | -5%
CC1=C(C(=O)OCc2ccccc2)C(c2ccc([N+](=O)[O-])cc2)NC(=O)N1CCCCCC(=O)O (centres undefined) | 2.6% | 10% | -2.5 | 78 | i | 29 | 0.2% | 0.3% | -3% | 18% | -3%
CCCCCn1c(SCc2ccncc2)nc2cc(C(=O)NCc3ccco3)ccc2c1=O | 27% | 4% | 6.0 | 50 | i | 19 | 1.4% | 6.0% | -3% | 1% | -3%
O=C1NC(=O)C2(COC(c3ccccc3Cl)OC2)S1 (centres undefined) | 2.4% | 6% | -1.2 | 87 | i | 53 | 0.3% | 0.8% | -7% | 11% | -18%
Cc1ncsc1C(=O)N1N=C2/C(=C/c3ccccc3)CCCC2C1c1ccccc1 (centres undefined) | 0.8% | 3% | 12 | 75 | i | 45 | . | -0.1% | -2% | 5% | 1%
C=CCOc1ccc(C(=O)NC2CCCCC2)cc1 | 1.5% | 2% | -2.7 | 79 | i | 42 | -0.3% | 3.8% | -3% | 8% | -3%
CC(=O)Nc1cccc(OCc2cnc(Cl)s2)c1 | -0.2% | 8% | -0.3 | 37 | i | 46 | -0.2% | -0.4% | -9% | 3% | -4%
CCOC(=O)Cn1c2ccccc2c2nc(C)sc21 | 0.4% | 4% | 0.2 | 64 | i | 29 | 0.5% | 0.0% | -4% | 3% | -3%
Cc1cc(C)n2nc(SC(C)C(=O)NCc3ccco3)nc2n1 (centres undefined) | -1.4% | 4% | -1.1 | 50 | i | 23 | 1.2% | 0.9% | 2% | -13% | -4%
COC(=O)c1sc(-c2ccccc2)cc1NC(=O)c1ccc(F)cc1 | 3.9% | -1% | 0.1 | 50 | i | 30 | 0.0% | 2.6% | -7% | 14% | 13%
O=C1CCc2cc(S(=O)(=O)Nc3ccccc3F)ccc2N1 | . | 2% | -1.8 | 51 | i | 33 | . | 0.4%[50 µM] | 3% | . | .
COCCn1c(=S)[nH]c2ccc(N(C)C)cc2c1=O | ? | 17% | 0.0 | 81 | i | 54 | -0.2% | 0.0% | 15% | ? | 4%

For reference, two of the compounds above.
SMILES | RSV CPE inhibition | Rac1 GTP hydrolysis | NTR1 agonist | NTR1 agonist cell count 20 µM | T cell HTS | T cell HTS vesicle-bound % | West Nile virus CPE | UTI89 phage lysis | Dengue-2 NS5 capping | SV40 large T antigen | PhoP inhibition | others
Cc1cccc(N(C(=O)Cn2nnc3ccccc32)C(C(=O)NCc2ccco2)c2ccncc2)c1 (centres undefined) | 0.2% | 4% | -1.9 | 54 | i | 19 | -0.3% | 4.6% | -3% | 16% | 2%
CC(=C/C(=O)O)/C=C/c1cccs1 | -0.4% | 8% | -1.2 | 38 | i | 11 | 0.7% | 0.1% | 9% | -1% | -19%

The list continues.
SMILES | RSV CPE inhibition | Rac1 GTP hydrolysis | NTR1 agonist | NTR1 agonist cell count 20 µM | T cell HTS | T cell HTS vesicle-bound % | West Nile virus CPE | UTI89 phage lysis | Dengue-2 NS5 capping | SV40 large T antigen | PhoP inhibition | others
CCOc1ccc(N(C(=O)c2snc(C(N)=O)c2N)C(C(=O)NC2CCCC2)C(C)C)cc1 (centres undefined) | 0.2% | 5% | 3.6 | 47 | i | 5 | -0.6% | 0.1% | 10% | -3% | 5%
O=C(Nc1cccc(Cl)c1Cl)C1CC(=O)N(c2ccc(Br)cc2)C1 (centres undefined) | 3.9% | 4% | 5.3 | 58 | i | 22 | -0.6% | 5.7% | -4% | 9% | 4%
COC(=O)c1sc(NC(=O)COc2ccccc2C)nc1C | -0.3% | 6% | -1.7 | 64 | i | 59 | -0.2% | 0.0% | -1% | -1% | 5%
O=C(O)CCCCCCCCc1cn(Cc2ccc(C(=O)c3ccccc3)cc2)nn1 | 10% | 8% | 4.3 | 49 | i | 58 | 2.1% | -0.7% | 3% | 7% | -8%
O=[N+]([O-])c1cccnc1N1CCC(c2cc(-c3ccc(Cl)cc3Cl)n[nH]2)CC1 | -2.1% | 6% | 35 | 50 | i | 58 | 1.6% | 1.3% | -2% | 5% | 8%
O=c1c(-c2ccccc2)c(O)nc(SCCN2CCOCC2)n1-c1ccccc1 | 2.2% | 0% | 0.4 | 58 | i | 47 | 0.3% | 1.6% | 1% | 2% | -7%
COc1ccc(CCC(C)NC(=O)CCc2ccccc2)c(OC)c1 (centres undefined) | 2.6% | 6% | 0.1 | 86 | i | 9 | -1.1% | 0.2% | -6% | 9% | -5%
Cc1cc(C)c(-n2c(SCC(=O)N3CCOCC3)n[nH]c2=O)c(C)c1 | -0.2% | 2% | 0.1 | 67 | i | 18 | -0.1% | 0.2% | -7% | 10% | -15%
CCCNC(=O)C1Cc2cc(S(=O)(=O)N3CCCC3)ccc2N1C(C)=O (centres undefined) | 3.0% | 9% | -0.7 | 77 | i | 60 | 0.0% | -0.1% | -9% | 12% | -8%
CCOc1ccc(S(=O)(=O)Nc2cccc(C(=O)NCC(c3ccccc3)N(C)C)c2)cc1 (centres undefined) | -0.4% | 4% | 0.4 | 41 | i | 37 | . | 0.1%[50 µM] | 1% | 9% | 1%
O=C(NCC(=O)N1CCN(Cc2c(F)cccc2Cl)CC1)c1cccc(Cl)c1 | . | 1% | -0.9 | 66 | . | . | . | -0.2%[50 µM] | -1% | . | .
